Pemphigus Ab inh – inhibitors of pemphigus antibody binding to DSG3, primary screen, biochemical, bead-based, flow cytometry, scFv-GFP. Desmoglein-3 (Homo sapiens), P32926. DSG3-coupled beads, scFv-anti-DSG3-GFP binding; active compounds read low. binding (percent of control), % at 10 µM. 310,000 compounds, 0.48% hits;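 active = binding more than 3 SD below its plate's average and above zero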;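 note: hits lower antibody fragment binding to DSG3; some compounds called inactive have numbers as strong as hits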
Target sequence (P32926 whole entry, looked up, the tested form may be a part): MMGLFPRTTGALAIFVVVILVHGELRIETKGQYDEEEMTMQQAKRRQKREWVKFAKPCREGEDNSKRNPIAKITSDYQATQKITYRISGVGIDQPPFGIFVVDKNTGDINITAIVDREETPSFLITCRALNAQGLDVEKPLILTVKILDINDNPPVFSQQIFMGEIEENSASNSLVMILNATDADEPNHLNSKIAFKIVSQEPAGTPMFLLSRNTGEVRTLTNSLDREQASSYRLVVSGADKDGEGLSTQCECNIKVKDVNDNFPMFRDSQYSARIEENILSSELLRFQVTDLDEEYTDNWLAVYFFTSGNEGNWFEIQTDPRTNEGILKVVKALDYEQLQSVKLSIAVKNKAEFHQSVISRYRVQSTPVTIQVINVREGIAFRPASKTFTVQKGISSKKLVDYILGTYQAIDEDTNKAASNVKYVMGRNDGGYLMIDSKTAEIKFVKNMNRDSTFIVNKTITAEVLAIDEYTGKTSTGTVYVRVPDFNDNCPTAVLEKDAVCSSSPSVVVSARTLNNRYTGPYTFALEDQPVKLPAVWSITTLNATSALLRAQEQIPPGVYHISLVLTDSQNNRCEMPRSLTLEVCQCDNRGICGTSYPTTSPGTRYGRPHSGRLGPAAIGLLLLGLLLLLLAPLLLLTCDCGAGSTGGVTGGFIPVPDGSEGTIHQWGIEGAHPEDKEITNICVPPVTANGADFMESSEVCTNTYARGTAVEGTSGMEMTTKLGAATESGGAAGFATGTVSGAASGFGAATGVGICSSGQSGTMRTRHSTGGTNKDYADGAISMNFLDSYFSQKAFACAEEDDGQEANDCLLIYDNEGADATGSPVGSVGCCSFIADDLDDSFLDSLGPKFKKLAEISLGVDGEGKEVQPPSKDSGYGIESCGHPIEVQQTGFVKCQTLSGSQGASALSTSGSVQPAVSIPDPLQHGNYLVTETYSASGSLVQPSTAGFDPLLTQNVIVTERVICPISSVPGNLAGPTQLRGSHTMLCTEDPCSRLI
Arr AP2 block – inhibitors of beta-arrestin/AP2 binding, primary screen, biochemical, GPCR trafficking, flow cytometry | inhibition, % at 10 µM | beta-arrestin 1 C-terminal peptide binding to AP2 beta2-adaptin appendage (human) | 340,000 compounds, 0.31% hits | FITC-arrestin peptide / GST-AP2 beads; AP2 beta2 appendage carries R879A mutation;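 active = inhibition above a set limit, near 3 SD of compounds lacking own fluorescence, cut at about 54% in these data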;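 note: plate controls were DMSO wells for no effect and 5 µM unlabelled arrestin peptide for full effect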
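Material – GST-tagged AP2 beta2-adaptin appendage (R879A) on 4 µm glutathione beads · Probe or stimulus – fluorescein-tagged arrestin peptide at 50 nM final · Timing – 12 min plus 1 h, RT · Detection – bead flow cytometry, FITC channel · Read-out basis – inhibition as reduced fluorescein signal on beads, percent · Medium – PBS plus Tween 20 (0.05%) and BSA (0.1%)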
V-ATPase pH – regulators of yeast V-ATPase proton pumping, primary screen, pHLuorin cytosolic pH fluorescence. S. cerevisiae. response, % at 10 µM. 350,000 compounds, 0.37% hits. AID 504577, 2011; in the data active = response mostly above about 7.3%, no sharp cut-off; inactive = mostly below about 5.4%; note: actives read high; inactives centre near 0; some compounds called inactive have numbers as strong as hits; reference of the scale not given here
DAGLB inhibitor – DAGLB lipase inhibitors, primary screen, biochemical, fluorescence, HTS. HEK293T DAGLB membrane lysate, EnzChek fluorogenic substrate. Diacylglycerol lipase-beta (Homo sapiens), Q8NCG7. 340,000 compounds, 0.059% hits. inhibition, % at 5.17 µM; in the data active = inhibition above about 34%;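 note: 0% = enzyme with vehicle and 100% = wells lacking enzyme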
C-LANA FP – inhibitors of KSHV C-LANA binding to DNA, primary screen, biochemical, fluorescence polarization, FAM-LBS DNA, MBP-C-LANA, single point. Kaposi's sarcoma herpesvirus LANA C-terminal domain (residues 932-1162) DNA binding. inhibition, % at 9 µM. 340,000 compounds, 0.078% hits. AID 504423, 2011;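 active = highest replicate inhibition at or above 60% at 9 µM, even if other replicates fall short; inactive = all replicates below 60% inhibition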;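 note: 0% = neutral control wells and 100% = 4 µM acridine orange control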
CAL PDZ FP-1 – CAL PDZ peptide-binding inhibitors, primary screen, biochemical, fluorescence polarization, Cer-tagged CAL PDZ, HTS; Golgi-associated PDZ and coiled-coil motif-containing protein (Homo sapiens), Q9HD26; purified CAL PDZ, TMR-peptide fluorescence polarization, 1 h; inhibition, % at 20 µM; 330,000 compounds, 0.02% hits; AID 504414, 2011;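 active = highest replicate inhibition of at least 40%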;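 note: plate controls were DMSO neutral control wells for no effect and unlabeled competitor peptide control wells for full effect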
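System: tagged CAL PDZ domain. Schedule: 1 h room-temperature incubation prior to read. Signal: fluorescence polarization (mP). Measure: percent inhibition from loss of millipolarization.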
NSD2 inh – NSD2 histone methyltransferase inhibitors, primary screen, biochemical, AlphaScreen, single concentration, set 2; Histone-lysine N-methyltransferase NSD2 (Homo sapiens), O96028; NSD2 peptide methylation, 120 min; inhibition, % at 12.5 µM; 310,000 compounds, 0.54% hits; AID 743445, 2014; in the data active = inhibition above about 50%
RTF Ca sens inh – cardiac RTF calcium sensitivity inhibitors, primary screen, biochemical, IANBD-TnC fluorescence, EC70 calcium; IANBD-labeled cardiac RTF, Ca2+ fluorescence; inhibition, % at 7.15 µM; 340,000 compounds, 0.12% hits; AID 493244, 2011;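 active = inhibition above the mean inhibition of all tested compounds plus 3 SD, cut at about 17% in these data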;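 note: assay run at fixed EC70 calcium of 1.6 mM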
Keap1-Nrf2 PPI – Keap1-Nrf2 protein-protein interaction inhibitors, primary screen, biochemical, fluorescence polarization, single point. AID 504523, 2011. 340,000 compounds, 0.15% hits. inhibition, % at 9.4 µM. Keap1 Kelch-Nrf2 peptide fluorescence polarization, 1536-well. Kelch-like ECH-associated protein 1 (Homo sapiens), Q14145; in the data active = inhibition above about 12%;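 note: human Keap1 Kelch domain with fluorescein labeled Nrf2 9mer peptide probe; 0% = neutral control wells and 100% = peptide positive control; higher means more block of Keap1 binding to Nrf2 peptide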
CAL PDZ FP-2 – untagged CAL PDZ binding inhibitors, primary screen, biochemical, fluorescence polarization, HTS; Golgi-associated PDZ and coiled-coil motif-containing protein (Homo sapiens), Q9HD26; purified CAL PDZ, TMR-peptide fluorescence polarization, 1 h; inhibition, % at 24.9 µM; 300,000 compounds, 0.92% hits; AID 602252, 2012;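 active = mean inhibition of at least 30% with at least half of replicates also reaching 30%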;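 note: 0% = DMSO neutral control and 100% = excess unlabeled competitor peptide PRC23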
* = called active by the depositor; · = no result given. These rows are one share of the data; count on the stated rates, not on these rows.

A first look (12 entries):
SMILES	Pemphigus Ab inh	Arr AP2 block	V-ATPase pH	DAGLB inhibitor	C-LANA FP	CAL PDZ FP-1	NSD2 inh	RTF Ca sens inh	Keap1-Nrf2 PPI	CAL PDZ FP-2
Cc1ccc(Cl)cc1OCC(=O)NCCOC(=O)Nc1sc(=S)n(C)c1C	100	-8	2	-2	-3.8	-0.9	2	-3	-3	-5
O=[N+]([O-])c1cc(S(=O)(=O)Oc2ccccc2)ccc1Cl	·	4	4	-9	-2.2	-0.3	7	-7	-1	-2
O=C(COC(=O)c1cc(Br)ccc1O)NNC(=O)c1ccc([N+](=O)[O-])cc1	106	-2	1	5	1.2	-0.6	-1	-15	-1	-4
Cc1snc(SCc2c(F)cccc2Cl)c1C#N	91	27	0	-11	-1.4	0.9	-1	1	2	7
O=S(=O)(Cc1c(F)cccc1Cl)c1ncn[nH]1	94	15	-2	-1	-0.5	-1.9	-2	-2	-4	-5
NC(=O)/C(=C\c1ccco1)NC(=O)c1ccc(Br)o1	111	8	-19	-1	3.6	-0.1	-1	-8	-4	-4
CC(=O)c1c(O)cc(=O)n(-c2ccccc2)c1-c1ccc(Cl)cc1	135	27	2	0	-1.5	-2.8	1	9	1	-2
CCc1ccc(NC(=O)COc2coc(CN3CCN(c4ccccc4)CC3)cc2=O)cc1	101	33	-2	-1	0.5	-1.6	0	-1	7	-3
COc1ccc(CCNC(=O)CCCn2c(=O)c3cccn3c3cccnc32)c(OC)c1OC	90	-3	8	1	0.0	-1.6	-6	3	-2	2
C[C@H](NC(=O)[C@@H]1CSC2c3ccccc3C(=O)N21)C(=O)NCCc1ccccc1 (some centres not stated)	113	7	4	-3	0.1	-2.4	-1	-15	-6	0
CC(C)(C)OC(=O)N1CCC(NC(=O)c2[nH]cnc2C(=O)Nc2cccc(Cl)c2)CC1	102	2	0	0	2.0	0.2	·	-10	-1	45*
O=C(C1CCN(C2CC(=O)N(c3ccc(F)cc3)C2=O)CC1)N1CCOCC1 (configuration not stated)	109	-14	-4	0	2.2	1.2	2	6	1	3

Results, from the start:
SMILES	Pemphigus Ab inh	Arr AP2 block	V-ATPase pH	DAGLB inhibitor	C-LANA FP	CAL PDZ FP-1	NSD2 inh	RTF Ca sens inh	Keap1-Nrf2 PPI	CAL PDZ FP-2
Cc1ccc(Cl)cc1OCC(=O)NCCOC(=O)Nc1sc(=S)n(C)c1C	100	-8	2	-2	-3.8	-0.9	2	-3	-3	-5
O=[N+]([O-])c1cc(S(=O)(=O)Oc2ccccc2)ccc1Cl	·	4	4	-9	-2.2	-0.3	7	-7	-1	-2
O=C(COC(=O)c1cc(Br)ccc1O)NNC(=O)c1ccc([N+](=O)[O-])cc1	106	-2	1	5	1.2	-0.6	-1	-15	-1	-4
Cc1snc(SCc2c(F)cccc2Cl)c1C#N	91	27	0	-11	-1.4	0.9	-1	1	2	7
O=S(=O)(Cc1c(F)cccc1Cl)c1ncn[nH]1	94	15	-2	-1	-0.5	-1.9	-2	-2	-4	-5
NC(=O)/C(=C\c1ccco1)NC(=O)c1ccc(Br)o1	111	8	-19	-1	3.6	-0.1	-1	-8	-4	-4
CC(=O)c1c(O)cc(=O)n(-c2ccccc2)c1-c1ccc(Cl)cc1	135	27	2	0	-1.5	-2.8	1	9	1	-2
CCc1ccc(NC(=O)COc2coc(CN3CCN(c4ccccc4)CC3)cc2=O)cc1	101	33	-2	-1	0.5	-1.6	0	-1	7	-3
COc1ccc(CCNC(=O)CCCn2c(=O)c3cccn3c3cccnc32)c(OC)c1OC	90	-3	8	1	0.0	-1.6	-6	3	-2	2
C[C@H](NC(=O)[C@@H]1CSC2c3ccccc3C(=O)N21)C(=O)NCCc1ccccc1 (some centres not stated)	113	7	4	-3	0.1	-2.4	-1	-15	-6	0
CC(C)(C)OC(=O)N1CCC(NC(=O)c2[nH]cnc2C(=O)Nc2cccc(Cl)c2)CC1	102	2	0	0	2.0	0.2	·	-10	-1	45*
O=C(C1CCN(C2CC(=O)N(c3ccc(F)cc3)C2=O)CC1)N1CCOCC1 (configuration not stated)	109	-14	-4	0	2.2	1.2	2	6	1	3
Cc1nn(-c2ccccc2)c(N2CCCC2)c1/C=N/NC(=S)Nc1cc(C(F)(F)F)ccc1Cl	104	-11	0	-1	-2.1	-0.5	0	-8	-1	·
O=C(COc1coc(CN2CCc3ccccc32)cc1=O)Nc1cccc(F)c1	109	6	0	-3	2.0	-0.7	0	1	0	0
COc1cc(C(=O)NCc2nnc(SCC(=O)Nc3nc4ccc(C)cc4s3)o2)cc(OC)c1OC	107	13	5	3	0.8	-0.7	0	4	-10	-4
CCOC(=O)CNC(=O)CN1C(=O)CC(c2ccccc2)S(=O)(=O)c2ccccc21 (configuration not stated)	108	2	-1	2	-1.7	0.5	-2	-22	-4	·
C=CCSc1ncc(C#N)c(N)n1	110	-9	-1	1	0.4	-0.8	-2	-6	-1	·
O=C(c1ccoc1)N1CCCC(N2CCN(c3cccc(Cl)c3)CC2)C1 (configuration not stated)	106	15	3	3	-0.2	-2.1	0	-8	-4	-4
COc1ccc(S(=O)(=O)N2CCCCCC2)cc1NC(=O)c1ccccc1F	·	53	-1	-7	-0.9	0.0	-4	5	-2	5
COC(=O)CNC(=O)c1cc(-c2ccncc2)nc2c(C)c(Cl)ccc12	123	-14	12	0	0.4	-0.4	-2	0	-10	0
Cc1ccc(NC(=O)CCc2nc3sc4c(c3c(=O)[nH]2)CCCC4)c(Br)c1	109	11	0	5	0.1	-1.6	·	-3	-5	8
Cc1ccccc1NC(=O)C1CC(=O)N(c2ccc3c4c(cccc24)CC3)C1 (configuration not stated)	100	13	6	-2	0.3	-3.4	2	-3	2	-1
CN(CC(=O)Nc1cccc(F)c1)C(=O)c1ccc(C(=O)c2ccccc2)cc1	99	-3	2	-2	0.5	-3.3	-4	3	-1	-8
O=C(Nc1ccccc1)c1ccc(S(=O)(=O)NCc2cccnc2)cc1	95	2	4	1	0.0	-2.0	·	-3	-5	-7
CN(CC(=O)NCc1ccccc1)Cc1ccc(Cl)cc1	107	30	-1	-5	0.2	-0.8	-3	-1	0	2
O=C1C2CCCN2C(=S)N1Cc1ccccc1 (configuration not stated)	90	-5	-1	-2	-3.4	-1.9	1	5	-1	-5
CC1S/C(=N\N=C\c2cccc([N+](=O)[O-])c2)N(C(C)(C)C)C1=O (configuration not stated)	112	44	-7	-20	0.6	-0.7	2	-3	-4	-5
O=C(COc1ccc([N+](=O)[O-])cc1)NNC(=O)c1cccs1	106	23	1	3	-0.4	-1.0	-1	-7	1	·
Cn1c(SCC(=O)NCC2CCCO2)nc2c(c1=O)SCC2 (configuration not stated)	·	-4	-3	-2	-0.5	-2.5	-2	-9	1	-3
Cc1cccc(C(=O)NCC(=O)OCC(=O)N2CCN(S(=O)(=O)c3ccc(C)cc3C)CC2)c1	·	14	9	-2	-1.2	-1.3	-4	2	-5	1
S=C(NCc1ccccc1)NC1CCCc2ccccc21 (configuration not stated)	102	6	0	·	-0.3	-1.0	-10	·	1	0
O=Cc1cccn1-c1cccc([N+](=O)[O-])c1	101	30	1	-4	-2.9	0.2	-4	5	-3	2
Cc1ccc(NCCC#N)cc1C	99	-3	5	0	0.5	-0.6	1	-8	-5	·
CCOC(=O)c1c(NC(=O)COC(=O)CNC(=O)c2ccco2)sc(C)c1C	102	51	-1	-2	1.0	-3.1	1	2	-3	-7
Cc1ccc(Nc2nc(CSc3nnc(-c4ccc(F)cc4)n3C)cs2)cc1	106	1	0	2	0.9	-0.4	3	-6	-3	-2
O=C(CCSc1nc2ccccc2o1)N1CCOCC1	·	-12	0	-1	0.7	-1.2	1	3	-3	2
COc1cc(NC(=O)CN2CCN(c3ccccc3O)CC2)c(C)cc1[N+](=O)[O-]	106	9	-4	1	-1.1	0.1	3	-5	-2	-4
Cn1c(=O)[nH]c(=O)c2c1nc(NCCCO)n2CCOc1ccccc1	120	-7	3	-2	0.3	0.5	-4	-6	-1	8
COc1ccc2c(c1OC)C(=O)N1C2SC(C)(C)[C@H]1C(=O)NC1CCCC1 (some centres not stated)	99	8	0	0	0.1	0.0	·	-5	-1	-2
COc1ccc(N(CC(=O)O)S(=O)(=O)c2c(C)n[nH]c2C)cc1	96	8	4	-1	-1.7	-0.5	0	-19	-4	-4
O=C(c1ccco1)N(Cc1cccc(F)c1)C1CCS(=O)(=O)C1 (configuration not stated)	101	9	0	3	0.6	0.5	1	-6	-3	·
CCOC(=O)C1CCCN(C(=O)c2cnn3c(C(F)F)cc(-c4ccc(C)cc4)nc23)C1 (configuration not stated)	102	2	1	-4	0.9	-1.9	-10	-5	3	-7
Cc1c(C(c2ccc([N+](=O)[O-])cc2)c2c(C)n(C)n(-c3ccccc3)c2=O)c(=O)n(-c2ccccc2)n1C	101	27	-2	1	1.6	-0.1	-2	-5	-1	0
CC(C)CC1NC(=O)C(CC(C)C)N(CO)C1=O (configuration not stated)	112	36	-3	-2	-0.3	-0.1	1	-1	-3	-1
O=C(CSCc1cccc(Cl)c1)N/N=C/c1ccc(OCC(=O)N2CCCCC2)cc1	103	-2	2	-1	0.4	-3.6	3	-26	-2	7
O=C(Nn1c(C2CCC2)nc2ccccc2c1=O)c1cccs1	100	-7	-1	0	-2.0	-0.2	-4	-2	4	-2
COc1ccc(C(CNc2ccc(S(=O)(=O)N3CCN(C)CC3)cc2[N+](=O)[O-])N(C)C)cc1 (configuration not stated)	108	28	-2	-1	-0.8	-1.0	12	-8	0	5
CCOC(=O)CNC(=O)CSc1nc(-c2ccc(C)cc2)ns1	123	26	-2	-2	1.2	1.0	·	14	-2	1
